All columns: NCI-60 one-dose screen, growth in % after 48 h at 10 µM unless noted; 100 = growth as untreated, 0 = no growth, -100 = all killed.
HCT-15 – HCT-15 colon cancer | 82,000 tested, 5.2% active | AID 1794746
HCT-116 – HCT-116 colon cancer | 82,000 tested, 7.3% active | AID 1794798
SW-620 – SW-620 colon cancer; 82,000 tested, 5.2% active; AID 1794795
KM12 – KM12 colon cancer cells; 82,000 tested, 5% active; AID 1794800
COLO 205 – COLO 205 colon cancer; 79,000 tested, 7.3% active; AID 1794742
HT29 – HT29 colon cancer | 81,000 tested, 7.4% active
SK-OV-3 – SK-OV-3 ovarian cancer cells; 80,000 tested, 3.2% active; AID 1794785
OVCAR-4 – OVCAR-4 ovarian cancer cells; 80,000 tested, 3.7% active; AID 1794784
IGROV1 – IGROV1 ovarian cancer; 79,000 tested, 4.7% active; AID 1794786
* marks the source's active call; other numbers are inactive results; . = no result given. The calls were made as follows: active = growth percent below 10; inactive = the rest. The order is random. Share with any hit: about 12%.

canonical_smiles	HCT-15	HCT-116	SW-620	KM12	COLO 205	HT29	SK-OV-3	OVCAR-4	IGROV1
COc1ccccc1NC(=O)N/N=C/c1c[nH]c2ccccc12	14	10	36	3.6*	4.3*	4.7*	26	61	39
O=C1NCC(O)CN1	103	106	102	108	111	97	105	110	111
CCCCC1CCc2cccc3c(SCC(=O)N(C)c4ccc(Cl)cc4)cc[n+]1c23 (stereo not given)	110	102	106	108	108	106	.	107	121
COc1ccccc1-n1nccc1-c1nonc1C	103	97	117	105	106	108	67	90	109
Cc1cccc[n+]1Cc1ccccc1	98	100	110	104	108	99	98	105	101
CCOC(=O)CC(C)(N)NC(N)=O (stereo not given)	.	101	108	102	112	103	97	106	108
Cc1cnc(Nc2ccc(OCCN3CCCC3)cc2)nc1NCc1ccco1	75	40	67	23	.	51	108	59	71
Cn1cc(-c2nc(-c3c[nH]c4ncccc34)cs2)c2cc(F)ccc21	20	20	32	-13*	49	20	56	.	27
C=CCOc1c(C)cc(C#N)cc1C	93	82	105	100	108	96	93	100	102
Cn1cc(-c2csc(-c3cn(CCCN4CCCCC4)c4ccc(F)cc34)n2)c2cccnc21	78	88	90	94	99	75	99	93	85
CCOc1ccc(Nc2nc(-c3c(C)nc4ncccn34)cs2)cc1	15	3.0*	25	6.6*	-61*	4.8*	3.9*	40	34
Oc1ccccc1-c1nnc(CNc2ccc(Cl)cc2)o1	21	42	29	19	15	40	20	34	26
CCOC(=O)C1=C(CSc2nnc(-c3ccccc3)o2)N(C)C(=O)NC1c1ccccc1 (stereo not given)	86	82	99	91	122	102	110	86	68
Clc1ccc2c(c1)Cc1cc(N=Cc3ccccc3Cl)ccc1-2	106	90	97	92	106	107	101	93	89
CC(C)Cc1ccncc1	104	110	100	103	106	100	105	105	102
CC=C(C(=O)OCCCCCCCC)C(=O)OCCCCCCCC	105	100	110	114	120	110	106	120	125
C(=N/NC1=NCCN1)/c1ccnc2ccccc12	103	101	107	101	110	94	112	111	99
CC1CCC2(CC1)N=C(N)N=C(N)N2c1ccc(S(=O)(=O)Nc2ccccn2)cc1 (stereo not given)	102	112	103	105	104	104	105	104	112
O=C(CCCC(=O)N/N=C/c1ccc(Cl)cc1Cl)N/N=C\c1ccc(Cl)cc1Cl	109	111	99	100	94	.	108	109	112
CC(=O)c1cccc(Nc2ncnc3ccc(NC(=O)c4cccs4)cc23)c1	61	56	93	65	72	54	101	62	44
O=C(O)c1ccccc1C(=O)c1ccccc1	99	96	110	113	120	96	104	85	115
C=C(C)[C@@H]1CC[C@]2(COCCCN)CC[C@]3(C)[C@H](CC[C@@H]4[C@@]5(C)CC[C@H](OCCCN)C(C)(C)[C@@H]5CC[C@]43C)[C@@H]12	83	74	72	94	97	72	104	90	95
CCCCCC(C(=O)OCC)C(=O)OCC	109	103	109	108	120	112	114	108	118
CC(=O)O.[In]	109	106	106	104	112	105	103	114	106
CN(C)CCCSc1ccccc1NC1=C(Cl)C(=O)C(Nc2ccccc2SCCCN(C)C)=C(Cl)C1=O	72	4.8*	-34*	80	18	23	94	-95*	-64*
O=C(NCCNc1nccc(-c2c(-c3cccc(O)c3)nc3sccn23)n1)c1cc(C(F)(F)F)cc(C(F)(F)F)c1	97	102	117	103	60	63	96	129	93
c1ccc(-c2nc(NCCc3c[nH]c4ccccc34)c3ccccc3n2)cc1	55	81	91	50	97	53	126	102	79
CO/N=C1/C=C(C)C(=O)C(C)=C1C	105	96	104	110	108	99	105	118	104
CC(=O)Nc1c(Cl)cc2c(c1Cl)Cc1cc(C#N)ccc1-2	81	94	58	68	.	99	80	89	72
COc1ccccc1NCc1cccn1Cc1ccc(F)cc1	98	94	98	96	110	102	116	97	89
CCCCCCN(CCCCCC)c1ccc(/C=C2/SC(=O)NC2=O)c(C)c1	76	64	89	80	109	80	97	70	84
C/C(=N\NC(=S)Nc1ccccc1)c1sc(Nc2cccc(Cl)c2)nc1C	82	86	105	96	111	79	110	108	99
CC(=O)[C@@H]1CC[C@@H](C)c2ccc(C)nc2C1	104	103	103	105	113	104	98	105	110
O=C(Nc1cccc(-c2cc(=O)c3ccccc3o2)c1)Nc1ccc2c(c1)OCO2	91	100	101	99	103	96	118	97	98
CCCCCCCCn1ccc2cc(NC(=O)Cn3cc(-c4ccc(C)cc4)nn3)ccc21	88	99	77	91	103	94	82	56	83
CCN(CC)c1ccc(/C=C\c2cc(C)c3cc(C)ccc3n2)cc1	21	6.6*	23	27	50	-18*	40	50	22
COCCCNc1nc(Cl)nc(NCCCOC)n1	102	88	100	104	116	110	97	111	106
O=c1c(OCc2cn(Cc3ccc(F)cc3)nn2)c(-c2ccc(O)cc2)oc2cc(OCc3cn(Cc4ccc(F)cc4)nn3)cc(O)c12	78	41	79	84	108	101	87	67	53
O=C1CCC(C(=O)NNc2ccc(C(F)(F)F)cc2)N1 (stereo not given)	97	108	98	91	103	103	87	98	86
Cc1ccc(C)c2c1SC1=NNC(N3CCOCC3)=C(C#N)C(=N)N12	104	100	106	103	108	107	103	101	111
CN(C)c1ccc(Sc2ccc3nc(N)nc(N)c3c2)cc1	25	18	21	24	31	17	49	72	27
COC(=O)c1cc(N=C2NC(=O)/C(=C/c3ccc(Cl)c(Cl)c3)S2)ccc1O	56	65	76	65	110	90	98	99	85
COc1cc2c(cc1OC)C(c1ccc(S(N)(=O)=O)cc1)N(S(N)(=O)=O)CC2 (stereo not given)	106	101	109	102	123	104	99	102	105
CC(C)S(=O)(=O)O	104	104	98	105	104	103	99	90	102
CCOC(=O)N1CCN(c2nc(Nc3cc(C)[nH]n3)c3ccccc3n2)CC1	40	34	42	21	14	23	48	49	36
O=c1c2sc3ncccc3c2ncn1-c1cccc(Cl)c1	101	104	120	102	113	103	98	98	114
CC1=C(SCCC(=O)OC(C[Se]C2=C(C)C(=O)c3ccccc3C2=O)C(=O)NC(C)(C)C)C(=O)c2ccccc2C1=O (stereo not given)	1.5*	-71*	-80*	-95*	-86*	-5.1*	-100*	-91*	-28*
C[C@]12CC[C@@H]3c4ccc(O)cc4CC[C@H]3[C@@H]1CC[C@@H]2NS(=O)(=O)Cc1ccc(Cl)cc1	40	28	76	35	76	61	86	45	14
O=C(CSc1nnc(Cn2c(C(F)(F)F)nc3ccccc32)o1)Nc1ccc(F)cc1	105	105	108	103	108	100	93	108	103
CN1CCc2nc(N)sc2C1	100	105	105	103	110	109	101	105	106
O=S1(=O)N=C(N=Cc2c(O)[nH]c3ccccc23)c2ccccc21	100	102	104	98	107	110	95	102	81
C=CC(=O)N1c2ccccc2N(C(=O)C=C)C(C)C1C (stereo not given)	75	75	103	95	97	92	100	92	94
CCNc1nc2c(cnn2C)c(=O)[nH]1	122	99	98	108	96	96	96	109	84
Cc1ccc(C(C(=O)NC2CCCCC2)N(C(=O)C2CCc3cc(F)ccc3O2)c2ccc(F)cc2F)cc1 (stereo not given)	92	73	86	86	75	78	81	60	91
CNC(=O)c1cc(Oc2ccc3nc(NC(=O)c4cccc(OC(F)(F)F)c4)sc3c2)ccn1	82	75	103	86	106	86	88	57	90
Cc1ccc(C2SCC(=O)N2Cc2ccccc2)cc1 (stereo not given)	100	94	107	102	109	97	103	99	102
Cc1ccc(-c2cc(/C=N\O)no2)cc1C	98	96	96	97	109	106	112	105	118
O=S(=O)(O)c1ccc(O)c2ccccc12	113	98	97	102	121	110	94	98	86
Cc1nc(-c2ccc(N)cc2)ccc1C(=O)N=Nc1c(O)[nH]c2ccc(Br)cc12	98	102	106	99	115	111	105	100	101
C=CCOC(=O)Nc1cccn([C@H](Cc2ccccc2)C(=O)NCCC(C)C)c1=O	111	109	109	110	110	100	103	93	106

Not a retest: 19 of the compounds above.
canonical_smiles	HCT-15	HCT-116	SW-620	KM12	COLO 205	HT29	SK-OV-3	OVCAR-4	IGROV1
O=C1CCC(C(=O)NNc2ccc(C(F)(F)F)cc2)N1 (stereo not given)	97	108	98	91	103	103	87	98	86
Cc1ccc(C)c2c1SC1=NNC(N3CCOCC3)=C(C#N)C(=N)N12	104	100	106	103	108	107	103	101	111
CN(C)c1ccc(Sc2ccc3nc(N)nc(N)c3c2)cc1	25	18	21	24	31	17	49	72	27
COC(=O)c1cc(N=C2NC(=O)/C(=C/c3ccc(Cl)c(Cl)c3)S2)ccc1O	56	65	76	65	110	90	98	99	85
COc1cc2c(cc1OC)C(c1ccc(S(N)(=O)=O)cc1)N(S(N)(=O)=O)CC2 (stereo not given)	106	101	109	102	123	104	99	102	105
CC(C)S(=O)(=O)O	104	104	98	105	104	103	99	90	102
CCOC(=O)N1CCN(c2nc(Nc3cc(C)[nH]n3)c3ccccc3n2)CC1	40	34	42	21	14	23	48	49	36
O=c1c2sc3ncccc3c2ncn1-c1cccc(Cl)c1	101	104	120	102	113	103	98	98	114
CC1=C(SCCC(=O)OC(C[Se]C2=C(C)C(=O)c3ccccc3C2=O)C(=O)NC(C)(C)C)C(=O)c2ccccc2C1=O (stereo not given)	1.5*	-71*	-80*	-95*	-86*	-5.1*	-100*	-91*	-28*
C[C@]12CC[C@@H]3c4ccc(O)cc4CC[C@H]3[C@@H]1CC[C@@H]2NS(=O)(=O)Cc1ccc(Cl)cc1	40	28	76	35	76	61	86	45	14
O=C(CSc1nnc(Cn2c(C(F)(F)F)nc3ccccc32)o1)Nc1ccc(F)cc1	105	105	108	103	108	100	93	108	103
CN1CCc2nc(N)sc2C1	100	105	105	103	110	109	101	105	106
O=S1(=O)N=C(N=Cc2c(O)[nH]c3ccccc23)c2ccccc21	100	102	104	98	107	110	95	102	81
C=CC(=O)N1c2ccccc2N(C(=O)C=C)C(C)C1C (stereo not given)	75	75	103	95	97	92	100	92	94
CCNc1nc2c(cnn2C)c(=O)[nH]1	122	99	98	108	96	96	96	109	84
Cc1ccc(C(C(=O)NC2CCCCC2)N(C(=O)C2CCc3cc(F)ccc3O2)c2ccc(F)cc2F)cc1 (stereo not given)	92	73	86	86	75	78	81	60	91
CNC(=O)c1cc(Oc2ccc3nc(NC(=O)c4cccc(OC(F)(F)F)c4)sc3c2)ccn1	82	75	103	86	106	86	88	57	90
Cc1ccc(C2SCC(=O)N2Cc2ccccc2)cc1 (stereo not given)	100	94	107	102	109	97	103	99	102
Cc1ccc(-c2cc(/C=N\O)no2)cc1C	98	96	96	97	109	106	112	105	118

Next records
canonical_smiles	HCT-15	HCT-116	SW-620	KM12	COLO 205	HT29	SK-OV-3	OVCAR-4	IGROV1
O=C(O)c1cn(C2CC2)c2cc(N3CCN(C(=O)N(c4ccccc4)c4nc(-c5ccc(Br)cc5)cs4)CC3)c(F)cc2c1=O	77	82	94	88	98	89	90	97	91
NS(=O)(=O)c1ccc(CCn2c(SCc3ccc(Cl)cc3)nc3ccccc3c2=O)cc1	97	90	98	95	124	99	110	68	103
COc1ccc(C2C=C(n3nc(-c4ccccc4)nc3-c3ccccc3)NC(=S)N2)cc1 (stereo not given)	101	105	100	106	117	105	117	104	.
CC(=O)C(=Cc1ccc(Cl)cc1)C(C)=O	84	87	94	107	118	105	126	101	107
C/C(=N\NC(=O)c1cc(O)c(O)c(O)c1)c1cccnc1	102	100	108	102	99	103	91	105	106
CCC(O)c1ccc(Br)cc1NC(=O)c1cccc(Cl)c1 (stereo not given)	28	21	14	26	94	84	34	25	10
Cc1nc2c(c3nnc(-c4ccc(Cl)cc4)n13)CC(C)c1ccccc1N2C (stereo not given)	68	97	100	84	66	62	92	77	.
CC(C)CN(CC(C)C)c1ccc([N+](=O)[O-])cc1[N+](=O)[O-]	91	77	92	97	117	78	111	96	100
COc1ccccc1CNCCCN1C(=O)c2ccc3c4c(ccc(c24)C1=O)C(=O)N(CCCNCCCN)C3=O	8.8*	-1.0*	-7.8*	1.8*	-88*	-31*	35	-99*	-2.9*
COc1cccc(CN2CCN(N=O)CC2)c1	96	108	107	108	112	102	93	95	85
COc1cc(-c2nc3sccn3c2-c2ccnc(NCCNS(=O)(=O)c3ccccc3)n2)ccc1F	52	43	86	17	40	25	52	52	43

Screening data as filed in PubChem.
